CCR6 antag: CCR6 (human) receptor antagonism | P51684 | CHO-K1 CCR6 PathHunter beta-arrestin, luminescence, CCL20-stimulated | inhibition, % at 20 µM | hit rate 0.49% among 340,000 | AID 493098;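 active means compounds whose inhibition of the agonist-driven luminescence signal at 20 µM reaches about 50%, limit read from the data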;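 further: cells stimulated with CCL20 at 14 nM final; plate controls were DMSO with CCL20 for no effect and DMSO without agonist for full effect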
APOBEC3A inh: inhibitors of human APOBEC3A DNA deaminase; AID 493011; hit rate 0.41% among 330,000; P31941; recombinant A3A, FAM/TAMRA ssDNA deamination fluorescence; inhibition, % at 20 µM;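 active means at least 40% inhibition at 20 µM here, with at most 30% in a related deaminase screen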;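 further: plate controls were A3A with DMSO for no effect and wells lacking A3A enzyme for full effect; some results filed as inactive read as strong as hits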
CXCR6 block: inhibitors of human CXCR6 receptor | O00574 | CHO-K1 PathHunter CXCR6 beta-arrestin, luminescence | inhibition, % at 20 µM | hit rate 0.36% among 360,000; in the data active means inhibition above about 34%, passing the limit was not always enough;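 further: antagonist mode with CXCL16 agonist at 10 nM final; 0% = 10 nM CXCL16 with DMSO and 100% = unstimulated wells without agonist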
Target sequence (O00574 whole entry, looked up): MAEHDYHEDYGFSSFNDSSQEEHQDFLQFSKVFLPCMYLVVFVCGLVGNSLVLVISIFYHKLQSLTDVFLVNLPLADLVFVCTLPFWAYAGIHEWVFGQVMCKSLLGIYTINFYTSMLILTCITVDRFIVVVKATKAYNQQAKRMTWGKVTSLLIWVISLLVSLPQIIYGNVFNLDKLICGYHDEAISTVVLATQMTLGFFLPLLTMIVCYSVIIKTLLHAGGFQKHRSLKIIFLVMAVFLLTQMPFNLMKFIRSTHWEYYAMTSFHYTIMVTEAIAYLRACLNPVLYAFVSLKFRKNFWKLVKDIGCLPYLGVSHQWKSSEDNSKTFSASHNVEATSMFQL
NR3A LBD binder: modulates the human NR3A ligand-binding domain; NR3A LBD differential scanning fluorimetry, Tm shift; 0% = protein alone, 100% = glycine-bound protein; Tm shift relative to glycine control, % at 25 µM; hit rate 2.5% among 340,000; AID 1259313;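 active means melting temperature shift of at least 10% of the positive control shift, at one fixed dose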
APOBEC3G inh: inhibitors of human APOBEC3G DNA deaminase; inhibition, % at 20 µM; hit rate 0.28% among 330,000; recombinant A3G, ssDNA deamination FAM/TAMRA fluorescence;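 active means inhibition of at least 40% at 20 µM, with no more than 30% in the related APOBEC3A deaminase screen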;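 further: plate controls were DMSO wells with A3G for no effect and wells lacking A3G enzyme for full effect; some compounds called inactive have numbers as strong as hits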
Target sequence (Q9HC16 whole entry, looked up): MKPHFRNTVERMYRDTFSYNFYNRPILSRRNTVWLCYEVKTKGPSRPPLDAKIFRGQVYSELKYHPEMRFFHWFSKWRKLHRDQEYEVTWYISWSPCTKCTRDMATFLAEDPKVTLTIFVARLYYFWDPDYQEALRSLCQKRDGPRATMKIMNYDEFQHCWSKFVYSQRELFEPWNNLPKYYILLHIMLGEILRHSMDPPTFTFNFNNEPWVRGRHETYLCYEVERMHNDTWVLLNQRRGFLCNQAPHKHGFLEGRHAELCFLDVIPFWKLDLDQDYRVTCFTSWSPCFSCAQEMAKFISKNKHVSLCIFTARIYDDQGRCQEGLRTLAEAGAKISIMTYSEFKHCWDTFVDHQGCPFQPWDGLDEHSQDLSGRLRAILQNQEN
Gli-Sufu antag: Gli-Sufu pathway antagonism | Sufu-KO-LIGHT fibroblasts, Gli luciferase reporter luminescence | inhibition, % at 5 µM | hit rate 0.74% among 340,000 | AID 588413;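 active means inhibition above about 55%, limit read from the data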;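 further: 0% = DMSO-treated cells and 100% = wells with medium but no cells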
EBI2 block: EBI2 (human) antagonism | P32249 | EBI2 beta-arrestin recruitment, luminescence, 7a,25-OHC stimulated | inhibition, % at 5 µM | hit rate 0.81% among 360,000 | AID 651636; in the data active means inhibition above about 38%;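 further: enzyme fragment complementation signal reports receptor beta-arrestin coupling in cells; 0% = agonist plus DMSO wells and 100% = wells without agonist; some results beyond the cut were filed as inactive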
Target sequence (P32249 whole entry, looked up, the tested form may be a part): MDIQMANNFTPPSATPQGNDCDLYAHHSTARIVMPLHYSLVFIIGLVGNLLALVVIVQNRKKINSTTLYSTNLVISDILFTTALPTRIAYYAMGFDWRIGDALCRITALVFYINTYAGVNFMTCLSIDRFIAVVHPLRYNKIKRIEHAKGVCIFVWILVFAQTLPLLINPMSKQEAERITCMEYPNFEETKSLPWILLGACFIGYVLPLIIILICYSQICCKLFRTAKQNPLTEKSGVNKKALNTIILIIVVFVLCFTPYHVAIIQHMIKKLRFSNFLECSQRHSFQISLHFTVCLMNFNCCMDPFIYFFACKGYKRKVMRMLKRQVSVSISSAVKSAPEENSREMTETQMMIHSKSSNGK
MPTP block: blocks calcium-induced mitochondrial swelling; isolated mouse mitochondria, Ca2+ swelling absorbance, 30 min; inhibition, % at 10 µM; hit rate 1.4% among 360,000;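 active means inhibition of 50% or more, scaled per plate between neutral and stimulator controls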;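 further: 0% = DMSO wells given calcium and 100% = 1 mM EGTA wells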
Numbers without * were called inactive; / = no result given.

SMILES | CCR6 antag | APOBEC3A inh | CXCR6 block | NR3A LBD binder | APOBEC3G inh | Gli-Sufu antag | EBI2 block | MPTP block
O=C(Nc1ccc(F)cc1)c1ccc(S(=O)(=O)NCC2CCCO2)cc1 (stereo not given) | 6 | -1 | -8 | 1 | 0 | 3 | -5 | -0.1
O=C(CN1C(=O)C2CCCCC2C1=O)Nc1cccc(C(F)(F)F)c1 (stereo not given) | 3 | -1 | -3 | -10 | -2 | 5 | 0 | -0.3
Cc1ccc(NC(=S)N/N=C2/CCCc3c(C)cc(C)cc32)cc1 | 23 | -1 | 9 | -3 | -2 | 9 | 10 | 1.5
CSc1ncc(Cl)c(C(=O)Nc2ccc(S(=O)(=O)Nc3nccc(C)n3)cc2)n1 | 20 | -2 | 4 | 13* | -7 | -7 | 3 | -2.0
CCCCC1=CC2=CC(=O)C(C)(OC(=O)c3cccs3)C(=O)C2=CO1 (stereo not given) | 5 | 2 | -24 | 0 | -4 | 21 | -11 | 3.5
COc1ccc(NC2CCCN(C(=O)c3cccc(C)n3)C2)cc1OC (stereo not given) | -1 | -12 | 1 | 3 | -5 | 27 | 3 | 0.3
O=C(NCc1ccco1)c1cccc(C(F)(F)F)c1 | 5 | -2 | 1 | 0 | -5 | -15 | -4 | 0.2
CCN(CC)C(=O)Cn1cc(C(=O)C2CC2)c2ccccc21 | -3 | 1 | -2 | -1 | -3 | -5 | 8 | 0.2
O=C(CCc1nc2ccccc2[nH]1)Nc1ccccc1 | 3 | 0 | 8 | -2 | -3 | 5 | -2 | 1.3
Cc1ccc(C(=O)Nc2cccc(C(=O)O)c2)cc1S(=O)(=O)N1CCCCC1 | 17 | -2 | -6 | 3 | -6 | -42 | 3 | -0.9
CCOc1ccc(C(=O)NNC2CC(=O)N(CCc3ccccc3)C2=O)cc1OC (stereo not given) | 17 | 0 | 0 | -5 | -2 | -12 | 6 | -2.6
Cc1nnc(Sc2c(N)n(C)c(=O)n(C)c2=O)s1 | -14 | -2 | 2 | -2 | -3 | 6 | 9 | 2.0
O=c1cc(-c2cc3ccccc3o2)c2cc(O)ccc2o1 | 5 | 5 | 8 | -5 | 2 | -10 | 13 | 2.1
O=C(Nc1ccc(F)cc1)C(NC1CCCCC1)c1ccccc1 (stereo not given) | 6 | -3 | 7 | 1 | -9 | 5 | 8 | 12
O=C(Cn1ccc2ccccc2c1=O)NCC(=O)Nc1ccc(F)cc1F | 6 | 2 | 8 | -1 | -9 | 10 | -4 | 0.4
COc1cc(C(=O)N2CCC(n3c(C)nc4cc(F)ccc43)CC2)cc(OC)c1OC | -4 | -6 | -4 | -2 | -8 | 26 | -8 | 0.2
CCOc1ccc(S(=O)(=O)Nc2nc3ccccc3nc2-n2ccc(=NC(=O)c3cccs3)cc2)cc1 | 1 | -5 | 1 | 1 | -2 | 3 | -4 | 2.1
CCOc1cccc(C2C(C(=O)c3ccco3)=C(O)C(=O)N2c2nnc(C)s2)c1 (stereo not given) | -1 | -2 | -6 | -1 | 2 | 0 | -2 | -0.6
CC1CCCCN1C(=O)CSc1ccc(-c2ccc(F)cc2)nn1 (stereo not given) | 8 | -2 | 7 | 0 | -5 | -16 | 7 | -0.7
COc1ccc(S(=O)(=O)N2CCSC2c2ccc(OC)c(OC)c2)cc1 (stereo not given) | 2 | -3 | -9 | -1 | -5 | 1 | 5 | 7.1
COCCCn1c(SCc2cc(=O)[nH]c3ccccc23)nnc1-c1ccco1 | 6 | 10 | 4 | 2 | 4 | 1 | 0 | -1.8
CCCC(C(=O)NC1CCCC1)N(CCN(CC)CC)C(=O)c1snc(C(N)=O)c1N (stereo not given) | 0 | -1 | -4 | 0 | -4 | 9 | -8 | -1.2
COc1cc(C(=O)NC2=NCCS2)cc(OC)c1OC | -10 | 3 | 1 | 2 | 3 | -9 | -1 | -3.1
CCCc1cc(=O)oc2cc(OCC(=O)NCC(O)c3ccccc3)ccc12 (stereo not given) | 1 | -3 | -13 | -1 | -5 | -1 | -9 | 1.5
CS(=O)(=O)N(CC(=O)Nc1ccccc1C(=O)N1CCOCC1)c1cccc([N+](=O)[O-])c1 | 12 | 0 | -12 | 1 | -3 | -3 | -15 | 0.4
O=C(Nc1ccccc1Cc1ccccc1)C1CC(=O)N(c2ccc3c(c2)OCCO3)C1 (stereo not given) | 10 | 1 | 4 | 0 | -1 | 6 | 10 | -0.7
O=C(Oc1ccc(C(=S)N2CCOCC2)cc1)c1ccccc1[N+](=O)[O-] | 9 | -7 | -3 | -1 | 8 | 1 | -8 | 0.5
CC(=O)Nc1ccc(S(=O)(=O)NCCC(=O)N2CCN(C(c3ccccc3)c3ccccc3)CC2)cc1 | 10 | 0 | 4 | -7 | -4 | 3 | 2 | -1.6
CC(=O)N/C(=C\c1ccccc1)C(=O)OCC(=O)c1c(N)n(CC(C)C)c(=O)n(C)c1=O | 10 | -3 | 3 | 2 | -4 | -7 | 1 | -0.8
CCOC(=O)c1cc(NC(=O)c2ccc(OC)cc2)c(=O)oc1-c1ccccc1 | -9 | -2 | 4 | 1 | -2 | 11 | 6 | 3.9
Cc1cc(C)nc(SCCCNCc2c(F)cccc2Cl)n1 | -16 | -3 | 14 | 2 | 4 | 7 | 1 | -0.8
Cc1c(CNCCc2ccc(Cl)cc2)c(C(=O)O)c(C)n1Cc1ccccc1 | 13 | 1 | 9 | 0 | -3 | -3 | 8 | -1.0
COc1cc(NC(=O)CCN2CCN(C/C=C/c3ccccc3)CC2)cc(OC)c1 | 3 | 0 | 4 | 0 | -1 | 39 | 8 | -0.1
CC(C)CN1C(=O)c2ccc(NC(=O)Cc3ccccc3)cc2C1=O | -11 | 5 | -3 | 2 | -1 | -18 | 4 | 2.0
Cc1cc(OCc2cc(C(=O)NC3CCC3)no2)cc(C)c1Cl | 18 | -5 | -4 | 3 | -1 | 13 | -4 | -0.7
Cc1ccccc1C(=O)NNC(=O)C(C)N1C(=O)c2ccccc2C1=O (stereo not given) | -3 | -1 | -8 | 0 | -2 | -6 | -3 | -0.9
Cc1c(C)n(C)c2ccc(C(=O)NCCCN3CCCCC3)cc12 | 5 | -1 | -7 | -3 | -2 | 1 | 0 | -1.8
CC(=O)c1nn(-c2cccc(C(F)(F)F)c2)c(=O)[nH]c1=O | 3 | -2 | 2 | -1 | -4 | 4 | -19 | -0.4
Cc1ccc(NC(=O)CSc2nn3c(=O)c(C)nnc3s2)cc1Cl | 8 | -5 | 11 | -1 | -7 | -6 | -12 | -0.4
N#C/C(=C\c1ccccc1C(=O)O)c1nc2ccccc2[nH]1 | 7 | -5 | 1 | -1 | 3 | 19 | -15 | -1.6

Arranged by SMILES length (smallest number first): some entries from above.
SMILES | CCR6 antag | APOBEC3A inh | CXCR6 block | NR3A LBD binder | APOBEC3G inh | Gli-Sufu antag | EBI2 block | MPTP block
Cc1cc(C)nc(SCCCNCc2c(F)cccc2Cl)n1 | -16 | -3 | 14 | 2 | 4 | 7 | 1 | -0.8
Cc1ccccc1C(=O)NNC(=O)C(C)N1C(=O)c2ccccc2C1=O (stereo not given) | -3 | -1 | -8 | 0 | -2 | -6 | -3 | -0.9
COc1cc(NC(=O)CCN2CCN(C/C=C/c3ccccc3)CC2)cc(OC)c1 | 3 | 0 | 4 | 0 | -1 | 39 | 8 | -0.1

(cont.)
SMILES | CCR6 antag | APOBEC3A inh | CXCR6 block | NR3A LBD binder | APOBEC3G inh | Gli-Sufu antag | EBI2 block | MPTP block
CC(=O)C1=C(N2CCCCC2)CCC1=O | -8 | -7 | 5 | -1 | -7 | -2 | 7 | 0.0
CCOc1cc(CNc2ccccc2)cc(Br)c1OCC(=O)NC(C)(C)C | 22 | 7 | 7 | -8 | -1 | -4 | 33 | 7.6
CCN=c1scc(-c2ccccc2)n1/N=C/c1ccccn1 | 13 | -1 | -12 | -5 | -10 | -68 | -11 | 66*
CCOc1ccccc1NC(=O)C(Sc1ccccc1)c1ccccc1 (stereo not given) | 11 | 7 | -8 | 3 | 7 | 6 | 16 | 1.1
O=C(NCCCN1CCOCC1)C(=O)N/N=C/c1ccc2c(c1)OCO2 | -7 | -2 | 3 | -2 | -4 | 6 | -6 | -0.9
O=C(CCc1ccc(S(=O)(=O)N2CCOCC2)cc1)OCC(=O)c1ccccc1F | 6 | -3 | 1 | 2 | -1 | 1 | -2 | -1.1
Cc1noc(C)c1NC(=O)Nc1cccc2c1O[C@@H](CN(C)C)[C@@H](C)CN([C@H](C)CO)C2=O | 1 | 0 | -10 | -1 | 1 | 25 | 3 | -0.1
CCn1c(=O)c([N+](=O)[O-])c(NC2CCS(=O)(=O)C2)c2ccccc21 (stereo not given) | 0 | 0 | -16 | -6 | -1 | 3 | -5 | 2.7
COc1ccc2nc(-c3ccccc3)cc(C(=O)OCC(=O)N3CCCCC3)c2c1 | 4 | -2 | -1 | -2 | -5 | 6 | 0 | 0.5
COc1cccc(CN2CC(C(=O)NCc3ccc(C)c(F)c3)CCC2=O)c1 (stereo not given) | 11 | 1 | 5 | 2 | -4 | -4 | 14 | 1.5
Cc1noc(C)c1COc1ccc(C(=O)Nc2cccnc2)cc1 | 2 | / | -1 | -3 | / | -3 | 4 | 3.7
O=C(C1CCCC1)N1CCN=C1SCc1cccc([N+](=O)[O-])c1 | 20 | -2 | 3 | -2 | -5 | 6 | 4 | -0.9
O=C(NC1CCCC1)C(c1cccs1)N(CC1CCCO1)C(=O)Cc1cccs1 (stereo not given) | 4 | -3 | -4 | 0 | -6 | 10 | 2 | -0.8
Cc1cccc(C(=O)OCC(=O)NCCN2C(=O)CSC2=O)c1[N+](=O)[O-] | 10 | -1 | 6 | -2 | -7 | 2 | 9 | -0.7
CSC1=Nc2sc3c(c2C2=NCCN12)CC(C)(C)OC3 | 5 | / | -2 | -1 | / | 9 | 1 | 2.1
CCN(C(=O)c1cc2c(=O)[nH]c3ccc(C)cc3c2s1)c1ccc(F)cc1 | 11 | -1 | -1 | -1 | -4 | 11 | -6 | 1.6
Cc1ccc(NC(=O)CSCC(=O)Nc2nnc(C)s2)cc1 | 5 | -3 | 0 | 0 | -11 | -6 | -10 | -0.7
CC/C(=N/Nc1ccccc1Cl)c1cnnc(-c2ccccc2)n1 | 11 | 1 | 4 | 1 | -1 | 11 | 2 | 4.8
COc1cc2c(cc1OC)C1(NCC2)C(=O)Nc2ccccc21 (stereo not given) | 14 | -3 | -1 | 1 | -2 | 1 | -4 | 0.6
COc1cc2nncc(SC)c2cc1OC | 3 | / | 3 | 0 | / | -1 | -1 | 0.3
CCCNC(=O)NC(=O)CSc1nc2ccccc2n1CC(C)C | 14 | -3 | 7 | -7 | -7 | 8 | 6 | 1.2
CCOc1ccc2nc(N(CCN(C)C)C(=O)c3ccc4ccccc4c3)sc2c1 | 20 | 0 | 6 | 0 | -3 | 7 | 6 | 5.4
COc1ccc(-n2nc(C(=O)NCC(=O)N(C)Cc3ccccc3)c3ccccc3c2=O)cc1OC | 22 | -3 | 2 | 0 | -7 | 25 | 9 | 0.9
N=c1c(S(=O)(=O)c2ccccc2)cc2c(=O)n3ccccc3nc2n1CC1CCCO1 (stereo not given) | 6 | 1 | 4 | 0 | -2 | -14 | 0 | 1.3
Cc1cc(C)c(N=C2SCC(=O)N2Cc2ccco2)c(C)c1 | 11 | -5 | 5 | -3 | -1 | -11 | 7 | 7.4
Cc1nc(-c2ccc(NS(C)(=O)=O)cc2)cs1 | 0 | -4 | 3 | 0 | -7 | 21 | 0 | -2.5
CCOC(=O)c1sc(N(Cc2ccccc2)C(=O)CSc2ncn[nH]2)nc1C | 21 | -1 | 0 | -11 | 3 | -8 | -1 | 3.3
C=CCN1C(=O)C2(OCCCO2)c2cc(Cl)ccc21 | 10 | -3 | -4 | 4 | -4 | 1 | 1 | 2.0
Cc1cccc(-n2cnc(C(=O)NNC(=S)Nc3ccc(Cl)cc3)c2)n1 | 14 | 0 | -2 | -2 | -7 | -2 | -4 | 5.6
COc1ccccc1OCCNC(=O)c1cccc(S(=O)(=O)N2CCN(Cc3ccccc3)CC2)c1 | 7 | 0 | -1 | -4 | -7 | 3 | -2 | -0.2

Compound activity as filed in PubChem.
